Vif-A3F inh – Vif-A3F binding inhibition; Potency, µM (titrated, usually from 46.1 µM), for inactives: at the highest dose activity, negative = active; 0.2% of 390,000 active; HeLa A3F-eYFP + Vif (tagged APOBEC3F with the HIV-1 protein that degrades it), YFP fluorescence increase; AID 602313; also: potency is read from the fitted curve at half-maximal effect; % of control where 0% means no effect; nearly all actives have a fitted effect of over 65% in size
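HeLa cells stably expressing A3F-eYFP plus Vif, plated and incubated overnight at 37 deg C, then exposed to compounds overnight at 37 deg C. Blocked degradation read as raised yellow fluorescence (Ex 488/Em 500-530).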
RGS4 inh – inhibitors of human regulator of G protein signaling 4. P49798. Transcreener GDP fluorescence polarization, RGS4-accelerated GTP hydrolysis. Potency, µM (highest dose often 114 µM), for the others: at the top dose activity change, negative = inhibition, usual class: inhibitors. 0.039% of 390,000 active. AID 504845; also: potency is read from the fitted curve at half-maximal effect; % is scaled to controls: 0 for no effect and ±100 for the full control effect; nearly all actives have a fitted effect of over 75% in size; some results filed as inactive show a strong effect at the top dose
Target sequence (P49798 whole entry, looked up): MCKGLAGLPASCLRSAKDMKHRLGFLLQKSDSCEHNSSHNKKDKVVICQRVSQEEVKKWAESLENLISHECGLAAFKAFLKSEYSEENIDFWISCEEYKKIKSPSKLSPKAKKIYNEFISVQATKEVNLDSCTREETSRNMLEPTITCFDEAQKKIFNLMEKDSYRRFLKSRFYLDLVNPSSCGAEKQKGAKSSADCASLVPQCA
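MLSMR compounds (23 nl, pin-transferred) preincubated 10 min at room temperature with a 500nM (2x) first reagent, then RGS4 at 900nM (2x) plus Transcreener GDP mix added; fluorescence polarization (620/688 nm) read before and after 90 min at 30 °C.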
GRP78 ERSR act – ER stress response induction in glioma. Potency, µM, for the others: at the top dose activation, most hits filed as activators. 0.02% of 420,000 active. U87-MG GRP78 promoter luciferase reporter, 16 h. AID 602332; also: potency is read from the fitted curve at half-maximal effect; series mostly up to about 76 µM; % of control where 0% means no effect; nearly all actives have a fitted effect of over 35% in size
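ERSR induction read as luciferase luminescence (Bright-Glo, 10 min at room temperature) in stably transfected human U87-MG glioma cells exposed to compounds for 16 h, using GRP78 as sensor.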
TrxR1 substrate – is turned over as a substrate by rat TrxR1; O89049; purified TrxR1 substrate turnover, NADPH consumption readout; Potency, µM (titrated, usually from 114 µM), for inactives: at the top dose activity change, negative = substrate turnover; 0.01% of 390,000 active; AID 588456; also: potency is read from the fitted curve at half-maximal effect; % is scaled to controls: 0 for no effect and ±100 for the full control effect; nearly all actives have a fitted effect of over 50% in size
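Rat TrxR1, dispensed at 90 nM, was prereduced with 400 uM NADPH (final) for 5 min at ~22 deg C, then incubated with compound 15 min before 400 uM selenite. A first-read NADPH fluorescence drop versus no-compound background flagged substrates.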
USP1-UAF1 inh – blocks the human USP1/UAF1 deubiquitinase complex | recombinant USP1/UAF1, Ub-Rhodamine cleavage fluorescence | Potency, µM (series often up to 57.1 µM), for inactives: at the highest dose activity change, negative = inhibition, most hits filed as inhibitors | O94782 | 0.23% of 390,000 active; also: potency is read from the fitted curve at half-maximal effect; % is scaled to controls: 0 for no effect and ±100 for the full control effect; nearly all actives have a fitted effect of over 60% in size; inactives centre near -12
Target sequence (O94782 whole entry, looked up): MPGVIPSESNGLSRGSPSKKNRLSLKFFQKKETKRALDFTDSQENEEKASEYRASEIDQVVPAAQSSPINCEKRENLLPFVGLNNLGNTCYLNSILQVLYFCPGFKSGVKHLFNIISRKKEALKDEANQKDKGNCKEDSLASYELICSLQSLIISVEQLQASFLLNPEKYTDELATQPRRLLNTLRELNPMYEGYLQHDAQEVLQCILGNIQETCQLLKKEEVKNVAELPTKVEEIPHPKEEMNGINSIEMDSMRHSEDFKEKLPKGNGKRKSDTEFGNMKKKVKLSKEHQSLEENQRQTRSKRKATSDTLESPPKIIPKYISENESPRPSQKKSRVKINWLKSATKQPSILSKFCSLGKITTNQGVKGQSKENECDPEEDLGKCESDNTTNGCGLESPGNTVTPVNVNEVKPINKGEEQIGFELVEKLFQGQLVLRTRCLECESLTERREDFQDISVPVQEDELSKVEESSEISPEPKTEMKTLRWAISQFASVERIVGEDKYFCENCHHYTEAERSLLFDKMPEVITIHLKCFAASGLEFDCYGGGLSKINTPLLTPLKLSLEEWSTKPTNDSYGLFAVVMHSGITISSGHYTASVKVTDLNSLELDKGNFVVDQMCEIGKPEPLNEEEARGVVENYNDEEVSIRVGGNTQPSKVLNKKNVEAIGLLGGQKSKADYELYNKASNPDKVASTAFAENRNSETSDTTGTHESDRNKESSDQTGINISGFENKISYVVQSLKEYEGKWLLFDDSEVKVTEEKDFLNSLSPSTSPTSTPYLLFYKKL
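Step one: compound is pinned into 1nM USP1/UAF1 in HEPES pH 7.8 buffer with TCEP. Step two: 15 min room-temperature incubation. Step three: Ub-Rho (150nM final) starts cleavage, tracked by fluorescence over six one-minute reads.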
LDHA block – inhibitors of human lactate dehydrogenase A; P00338; purified LDHA, NADH/diaphorase-resazurin fluorescence; active compounds read low; activity change, % (values are at about 110 or 230 µM); 0.15% of 480,000 active; in the data active = activity change below about -30%; inconclusive = mostly about -25% to -30%;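 also: plate controls were DMSO wells for no effect and wells without enzyme for full effect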
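Human LDH5 (2 nM) was incubated with 0.06 mM NADH and 0.2 mM pyruvate for 5 min at room temperature in Tris pH 7.4. Remaining NADH was coupled through diaphorase/resazurin, and resorufin fluorescence was read at 0 and 20 min.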
rTrxR1 inhibitor – rat TrxR1 inhibition | O89049 | recombinant rTrxR1, NADPH fluorescence consumption, selenite substrate | Potency, µM (series often up to 114 µM), for inactives: at the top dose activity change, negative = inhibition, most hits filed as inhibitors | 1% of 390,000 active; also: potency is read from the fitted curve at half-maximal effect; % is scaled to controls: 0 for no effect and ±100 for the full control effect; nearly all actives have a fitted effect of over 65% in size
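Rat TrxR1 (90 nM in the dispensed reagent) was pre-reduced with 400 uM NADPH for 5 min at room temperature, then incubated with compound for 15 min. After 400 uM selenite was added, NADPH fluorescence (Ex 340/Em 450 nm) was followed for 8 min.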
IDH1 R132H inh – inhibitors of human mutant IDH1 R132H; 0.093% of 390,000 active; O75874; IDH1-R132H enzyme, NADPH consumption, diaphorase/resazurin fluorescence; AID 602179; Potency, µM (doses to about 76.6 µM), for inactives: at the top dose activity change, negative = inhibition, most hits filed as inhibitors; also: potency is read from the fitted curve at half-maximal effect; % is scaled to controls: 0 for no effect and ±100 for the full control effect; nearly all actives have a fitted effect of over 65% in size
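IDH1-R132H (0.5 ug/mL dispensed) in pH 7.5 Tris buffer was preincubated 30 min with compound, then given a substrate mix of 0.016 mM NADPH and 2 mM alpha-KG for 80 min at room temperature; remaining NADPH was read by diaphorase/resazurin fluorescence.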
Vif-A3G inh – blocks the Vif interaction with human APOBEC3G | HeLa A3G-eYFP + Vif (tagged APOBEC3G with the HIV-1 protein that degrades it), YFP fluorescence, overnight | Potency, µM (top dose mostly 46.1 µM), for inactives: top-dose activity, negative = active, actives largely listed as inhibitors | 0.076% of 410,000 active | AID 602310;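 also: potency is read from the fitted curve at half-maximal effect; % is scaled to controls: 0 for no effect and ±100 for the full control effect; nearly all actives have a fitted effect of over 60% in size; hits raise eYFP signal because A3G escapes Vif-driven loss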
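HeLa cells stably expressing Vif and C-terminally eYFP-tagged A3G, seeded overnight at 37 deg C, then exposed to compound by pintool overnight at 37 deg C. Rise in yellow fluorescence (Ex 488/Em 500-530, Acumen) marks blocked Vif-driven A3G degradation.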
Starred values were filed as active, the others as inactive; u = inconclusive; x = no result given; & = joins results of further samples; [ ] = another dose, or the depositor's remark. Unless noted, calls follow the shape of the dose curve; as a rule, active = well fitted curve in the direction sought with a large enough effect; inconclusive = small, poorly fitted or top-dose-only effect, or another doubt; inactive = no such curve, though single readings can be large; an effect the other way counts as inactive or inconclusive. This is a subset; rates above refer to the full screens.

SMILES	Vif-A3G inh	RGS4 inh	Vif-A3F inh	IDH1 R132H inh	USP1-UAF1 inh	GRP78 ERSR act	TrxR1 substrate	rTrxR1 inhibitor	LDHA block
Cc1ccc2nc(-c3ccccc3)cc(C(=O)Nc3cccnc3)c2c1	-8%	6%	-7%	3%	-10%	0%	2%	-1%	-4&0
O=C(COC(=O)/C=C/c1cccc(F)c1)NC(=O)NCc1ccccc1	1%	13%	8%	6%	-20%	-8%	19%	47%	2
O=C(COC(=O)CNC(=O)c1ccc(Cl)cc1)Nc1ccc(Cl)cn1	1%	-12%	-3%	-2%	-21%	-1%	4%	15%	-15
CCOc1ccc(NC(=O)c2nn(C)cc2Br)cc1	0%	3%	-8%	6%	-15%	4%	7%	20%	-8
O=C(Nc1ccccc1N1CCOCC1)c1ccc([N+](=O)[O-])s1	-5%	-37%	4%	24%	-13%	-1%	-10%	u	-1
COC(=O)C1=C(O)/C(=C\c2cc(C)n(-c3ccc(F)cc3)c2C)N=C1C	-1%	-31%	-6%	6%	-25%	-2%	-9%[57.1 µM]	18µM*	17
COc1ccc(-c2cc(C#N)nc(N3CCN(C)CC3)n2)cc1	6%	26%	-13%	4%	-12%	1%	8%[57.1 µM]	14%[57.1 µM]	-5
Cc1nnn(-c2nonc2N)c1C(=O)N/N=C/c1ccccc1O	-7%	-26%	-2%	4%	-18%	0%	7%[57.1 µM]	-14%	-5
Cc1ccc(-c2n[nH]c(=S)n2C)cc1	-6%	-23%	1%	7%	-15%	-3%	22%	-9%	2
O=C(O)CCCNS(=O)(=O)Cc1ccccc1	2%	0%	1%	1%	-1%	-4%	2%	5%	-3
CCCOc1cccc(-c2nnc(N)s2)c1	0%	-18%	0%	-5%	-15%	7%	5%[11.4 µM]	-23%[57.1 µM]	-3
CC1=C(C(=O)OC(C)C)C(c2cccs2)n2ncnc2N1 (stereo not given)	-4%	15%	-2%	8%	-14%	-3%	7%[57.1 µM]	7%[57.1 µM]	-7
CC1CCN(C(=O)COc2ccc(Nc3ccccc3)cc2)CC1	0%	-23%	2%	13%	-21%	-2%	-6%	10%[57.1 µM]	-2
CCc1cccc(N2C(=O)N(Cc3c(F)cccc3Cl)c3ccccc3S2(=O)=O)c1	0%	-1%	4%	6%	-25%	-1%	-1%[57.1 µM]	18%[57.1 µM]	-2
O=C(CSc1c(Cl)cccc1Cl)NC1CCCc2ccccc21 (stereo not given)	0%	-24%	-6%	5%	-14%	-5%	2%	-13%	-4
Cc1ccc(N2C(=O)c3n[nH]c(C)c3C2c2ccc(Cl)cc2)cc1 (stereo not given)	-6%	-9%	-4%	u	-21%	2%	-1%	12%	-11
Cc1cccc(C)c1NC(=O)CNC(=O)c1ccncc1	5%	4%	-5%	-13%	-12%	-3%	-4%	-3%	-9
CCCCNC(=O)[C@@H]1CCCN1S(=O)(=O)c1cccc2cccnc12	1%	5%	3%	7%	-16%	-3%	10%[57.1 µM]	10%[57.1 µM]	-8
C=C1CCC[C@]2(C)C[C@H]3OC(=O)C(CNCCN(CC)CC)[C@H]3CC12 (stereo not given in full)	-17%	-44%	-7%	2%	-16%	-8%	-13%[57.1 µM]	0%[57.1 µM]	u
Cc1onc(-c2c(Cl)cccc2Cl)c1C(=O)N1CCN(c2ccccc2)CC1	u	17%	-11%	-1%	-6%	-1%	0%	19%	-2
CCCc1cc(=O)oc2c(C)c(O[C@@H]3O[C@H](CO)[C@@H](O)[C@H](O)[C@H]3O)ccc12	1%	-28%	16%	-2%	-20%	-2%	11%[57.1 µM]	12%[57.1 µM]	-7
Cc1oc2ccc(OCc3ccc(Cl)cc3)cc2c1C(=O)O	-7%	15%	9%	-2%	-9%	-2%	2%	17%	8&-2
O=C(Nc1c[nH]c(=O)[nH]c1=O)c1ccc2c(c1)C(=O)N(c1cccc([N+](=O)[O-])c1)C2=O	0%	-2%	0%	2%	-7%	-6%	0%	19%	-2
CCc1nc(NCC(C)C)c(C#N)c2c1COC(C)(C)C2	-6%	7%	-2%	0%	-13%	-1%	18%	5%	-4
CCOc1cccc(-c2cc(C(=O)N3N=C(C)CC3(O)C(F)F)c3ccccc3n2)c1 (stereo not given)	-3%	-7%	10%	-1%	-22%	-10%	-5%[57.1 µM]	9%[57.1 µM]	0
O=C(CSc1cccc[n+]1[O-])NC(=O)c1ccc(OC(F)F)cc1	-1%	12%	0%	8%	-10%	-3%	3%[57.1 µM]	19%[57.1 µM]	-5
O=C(c1n[nH]c2c1CCC2)N1CCCC(Nc2cccc(F)c2)C1 (stereo not given)	1%	8%	2%	7%	1%	3%	-2%	-1%	-8
COc1ccccc1NC(=O)c1cc(Sc2nncn2C)nc2ccccc12	-3%	-5%	-4%	4%	7%	-4%	-5%	-12%	1
COc1ccc(NS(=O)(=O)c2ccc(N3CCOCC3)c(NC(=O)/C=C/C(=O)O)c2)cc1	1%	2%	-22%	-1%	-10%	-5%	-6%	-14%	-5
C[N+]1(CC(=O)OCCCc2ccccc2)CCOCC1	1%	13%	-4%	1%	-4%	-3%	0%	10%	-17
Cc1ccc2nc(CSc3nnc(NC(=O)C(C)C)s3)cc(=O)n2c1	2%	-11%	0%	3%	-8%	-1%	4%[57.1 µM]	17%[57.1 µM]	-2
O=C(CSc1ncccn1)n1c2c(c3ccccc31)CCCC2	-6%	-5%	2%	8%	-5%	1%	3%	20%	-5

A second format for two compounds above.
Value order – Vif-A3G inh | RGS4 inh | Vif-A3F inh | IDH1 R132H inh | USP1-UAF1 inh | GRP78 ERSR act | TrxR1 substrate | rTrxR1 inhibitor | LDHA block
- COc1ccc(NS(=O)(=O)c2ccc(N3CCOCC3)c(NC(=O)/C=C/C(=O)O)c2)cc1
    1% | 2% | -22% | -1% | -10% | -5% | -6% | -14% | -5
- C[N+]1(CC(=O)OCCCc2ccccc2)CCOCC1
    1% | 13% | -4% | 1% | -4% | -3% | 0% | 10% | -17

More records:
SMILES	Vif-A3G inh	RGS4 inh	Vif-A3F inh	IDH1 R132H inh	USP1-UAF1 inh	GRP78 ERSR act	TrxR1 substrate	rTrxR1 inhibitor	LDHA block
NCCNC(=O)c1c(NC(=O)c2ccccc2)sc2c1CCCC2	-3%	-53%	7%	3%	-12%	4%	4%	9%	-1
COc1ccc(-c2cc(-c3nnc(COC(=O)c4ccc(O)cc4)o3)c3ccccc3n2)cc1OC	-6%	1%	8%	u	-28%	-5%	6%[57.1 µM]	6%[57.1 µM]	-13
O=C(O)C1CC=CC2CCN(C3CC3)C(=O)C21 (stereo not given)	1%	19%	x	x	x	-2%	-2%	5%	x
Cc1cccc(NC(=O)Cn2cc(S(=O)(=O)c3ccc(F)cc3)c(=O)c3cc4c(cc32)OCO4)c1	1%	34%	-4%	-2%	-10%	4%	-3%	-14%	-2
CC(C)c1cc(C(=O)O)c2cnn(C(C)C)c2n1	3%	-40%[56.9 µM]	6%	1%	-24%	2%	17%[57.1 µM]	38%[activator][57.1 µM]	-1
CCOC(=O)C1=C(COC(=O)/C=C/c2cccc(OC)c2OC)NC(=O)NC1C (stereo not given)	-11%	-28%	1%	7%	-13%	3%	-3%	-15%	5
Cc1ccc(N(C(=O)Cn2nnc(-c3ccc(F)cc3)n2)C(C(=O)NC(C)(C)C)c2ccncc2)cc1 (stereo not given)	-1%	6%	9%	-20%	-7%	-2%	-9%	14%	-3
C[C@H](CO)N1C[C@H](C)[C@@H](CN(C)C(=O)Nc2ccccc2)Oc2c(NS(=O)(=O)c3ccc(F)cc3)cccc2C1=O	-6%	24%	-21%	-2%	5%	-3%	-3%	-4%	-3
CCN1CCc2nc(NC(=O)c3ccc4c(c3)OCCO4)sc2C1	1%	13%	-3%	2%	-21%	1%	-9%	-15%	4
Cc1ccc2[nH]c3nc(SCCN4CCOCC4)nnc3c2c1	-1%	-20%	-9%	2%	-16%	1%	-9%	-7%	-3
CC(C)C[C@H]1CN=C(N(C)C)N1CCCCc1ccccc1	4%	1%	3%	10%	-23%	-3%	-2%	4%	3
CCCCCN1C2=NCCN2c2ccccc21	2%	-17%[11.4 µM]	7%	9%	-23%	-3%	-3%	13%	-1
COc1ccc(CCNC(=O)C2CC(c3ccccc3C(F)(F)F)=NO2)cc1 (stereo not given)	1%	-2%	9%	-1%	-26%	-2%	2%[57.1 µM]	-4%[57.1 µM]	-6
C[C@@]12CC[C@H]3OC(=O)C=C3C1CC[C@@]13CC(CCC12)[C@](CO)(O[C@H]1O[C@H](CO)[C@@H](O)[C@H](O)[C@H]1O)C3 (stereo not given in full)	0%	-10%	-6%	-8%	-18%	-1%	-9%	-10%	-1
